Screening data: PubChem BioAssay, several laboratories
CHT PAM: allosteric activators of human choline transporter CHT; Q9GZV3; CHT-expressing cells, membrane potential dye, choline EC20; active compounds read high; LV-AA mutant CHT in HEK293 cells; B-score at 10 µM; 310,000 compounds, 0.49% hits; AID 488977;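 active = initial fluorescence not abnormally high and integrated response B-score, plate-corrected, over 3 SD above library mean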
Target sequence (Q9GZV3 whole entry, looked up): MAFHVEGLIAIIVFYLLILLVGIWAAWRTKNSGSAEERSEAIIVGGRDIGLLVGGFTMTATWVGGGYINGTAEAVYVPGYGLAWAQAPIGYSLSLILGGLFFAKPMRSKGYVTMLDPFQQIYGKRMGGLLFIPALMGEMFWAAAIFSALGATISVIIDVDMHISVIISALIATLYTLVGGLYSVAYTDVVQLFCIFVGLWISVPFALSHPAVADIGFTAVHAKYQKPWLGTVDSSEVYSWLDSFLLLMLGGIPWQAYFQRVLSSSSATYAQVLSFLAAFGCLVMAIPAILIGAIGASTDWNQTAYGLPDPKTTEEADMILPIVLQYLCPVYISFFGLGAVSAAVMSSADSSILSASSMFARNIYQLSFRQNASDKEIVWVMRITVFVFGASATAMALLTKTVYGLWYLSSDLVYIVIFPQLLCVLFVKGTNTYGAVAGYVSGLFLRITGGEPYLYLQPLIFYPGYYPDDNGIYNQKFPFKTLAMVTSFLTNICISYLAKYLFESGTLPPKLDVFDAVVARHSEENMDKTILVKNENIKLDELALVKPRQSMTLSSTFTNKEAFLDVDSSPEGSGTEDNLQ
OX1R antag: antagonists of human orexin 1 receptor. 330,000 compounds, 0.43% hits. O43613. inhibition, % at 5 µM. CHO/OX1R cells, Fluo-8 calcium fluorescence, orexin A;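 active = inhibition above its plate's threshold, mean inhibition of all tested compounds on the plate plus 3 SD, cut at about 37% in these data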;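 note: 0% = orexin A challenge wells and 100% = SB-334867-A antagonist wells; not every result past the cut was called active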
Target sequence (O43613 whole entry, looked up): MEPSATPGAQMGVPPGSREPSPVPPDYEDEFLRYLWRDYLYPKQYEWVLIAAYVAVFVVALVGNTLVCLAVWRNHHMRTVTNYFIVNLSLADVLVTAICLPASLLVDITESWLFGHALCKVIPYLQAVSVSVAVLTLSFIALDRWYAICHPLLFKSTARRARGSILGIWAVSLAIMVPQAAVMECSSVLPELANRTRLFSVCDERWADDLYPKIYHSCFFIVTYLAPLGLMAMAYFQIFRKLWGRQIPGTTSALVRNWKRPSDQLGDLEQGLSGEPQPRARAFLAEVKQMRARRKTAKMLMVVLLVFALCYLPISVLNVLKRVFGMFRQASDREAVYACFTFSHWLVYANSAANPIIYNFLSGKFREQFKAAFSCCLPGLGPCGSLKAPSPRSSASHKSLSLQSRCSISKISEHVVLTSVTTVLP
Active calls of the source: *; i = inactive; . = no result given.

entry	Structure	CHT PAM	OX1R antag
1	Cc1nc(SCC(=O)Nc2ccc(F)cc2)c(C#N)c(C)c1CC(=O)c1ccc(Br)cc1	i	-24
2	COc1ccc(C(=O)Nc2ccc(C3=NNC(=O)CC3C)cc2NC(=O)c2ccc(OC)cc2)cc1 (stereo not drawn)	i	-33
3	C/C(=N\NC(=O)C1COc2ccccc2O1)c1ccccn1 (stereo not drawn)	i	-14
4	COC(=O)Nc1c(-c2ccccc2)nc2ccccn12	i	-14
5	Cc1nc(SCC(=O)N2CCC(C(N)=O)CC2)n[nH]1	i	-12
6	COc1ccc(-c2nc3cc(C)ccn3c2NC(=O)c2ccccc2OC)cc1	i	-25
7	CCN(CC)c1ccc(S(=O)(=O)N2CCOCC2)cc1NC(=O)CNCc1ccccc1	i	-1
8	Cc1cc(OCCCN2CCCC2)ccc1Cl	i	-18
9	Cc1cc(OC(C)C(=O)NNC(=O)Nc2ccc(F)cc2F)cc(C)c1Cl (stereo not drawn)	i	-14
10	COc1cc2c(cc1OC)CN(C(=O)C(C)(C)C)CC2	i	-2
11	O=C(OCC(=O)N1CCCc2ccccc21)c1ccccc1[N+](=O)[O-]	i	7
12	O=C(CN1C(=O)c2ccccc2S1(=O)=O)NCCSc1ccccc1	i	-25
13	CCCCOc1ccc(S(=O)(=O)N2CCCCCC2)cc1	i	42
14	Cc1ccccc1-c1nc(CS(=O)CC(=O)NCc2ccc3c(c2)OCO3)c(C)o1 (stereo not drawn)	i	-26
15	CC(=O)N/C(=C/c1ccc([N+](=O)[O-])cc1)C(=O)O	i	-8
16	O=[N+]([O-])c1cnn(-c2nc(-c3ccco3)cc(C(F)(F)F)n2)c1	i	-12
17	Cn1c(=O)c2c(nc(N/N=C/c3cccs3)n2Cc2ccc(Br)cc2)n(C)c1=O	i	-19
18	COc1cccc(OCc2cc(C(=O)N(Cc3nccn3C)C(C)C)no2)c1	i	-15
19	CCOc1ccc(CCNC(=O)c2nnn(CC(=O)Nc3ccc(OC)c(OC)c3)c2N)cc1OCC	i	-8
20	COc1ccccc1-n1c(SC)nc(O)cc1=O	i	-11
21	Cc1ccc(N(C(=O)c2csnn2)C(C(=O)NC2CCCCC2)c2ccncc2)c(C)c1 (stereo not drawn)	i	-16
22	Cc1cc(C)n(-c2ccc(C)c(Cl)c2)n1	i	-10
23	Cn1c(=O)cc(SCC(=O)NCCN2CCN(c3ccccc3F)CC2)c2cc(Cl)ccc21	i	-27
24	CCC(=O)c1cn([C@@H](CCC(OC)OC)CC(=O)OC(C)(C)C)cc1CC	i	-19
25	COc1ccc(S(=O)(=O)NC(C)C(=O)NCc2ccncc2)cc1Cl (stereo not drawn)	i	-3
26	O=C(Nc1ccccc1N1CCOCC1)c1ccc2ccccc2n1	i	-42
27	COc1ccc(/C(N)=N/OC(=O)C2CCC(=O)N2S(=O)(=O)c2ccc(C)cc2)cc1 (stereo not drawn)	i	-19
28	O=C(OCCCN1CCCC1)C1(c2ccccc2)CCCC1	i	-14
29	C[C@]12c3[nH]c4ccc(Cl)cc4c3CCN1C(=O)[C@@H](CC(=O)NCCC1=CCCCC1)C[C@@H]2C(=O)N1CCCCC1	.	-47
30	CCc1ccc(C2CC(=O)N(c3cccc(F)c3)C3=C2C(=O)OC3)cc1 (stereo not drawn)	i	-13
31	COc1cc(CNCc2ccccn2)ccc1OCC(=O)NC(C)(C)C	i	2
32	CCOC(=O)NC(=O)CSc1nnc(C2CC2)n1Cc1ccco1	i	-5
33	O=C(N/N=C/c1ccncc1)/C(=C/c1ccccc1)NC(=O)c1ccccc1	i	-3
34	Cc1cc(=O)n2cccc(O)c2n1	i	-9
35	CCN1CCCC1Cn1cnc2c([nH]c3ccc(OC)cc32)c1=O (stereo not drawn)	i	-12
36	COc1ccc(NS(=O)(=O)c2ccc(-c3ccccn3)s2)cc1	i	4
37	CC1(C)Cc2c(C#N)c(OCC(=O)c3ccc(Cl)cc3)nc(-c3ccco3)c2CO1	13*	-7
38	Clc1ccc(CSc2nnc(-c3ccc4c(c3)OCO4)o2)cc1	i	-13
39	CCOc1ccc(S(=O)(=O)N(C)C)cc1-c1nc2c(C(C)(C)C)nn(C)c2c(=O)[nH]1	i	-17
40	COc1ccc(OC)c(Nc2nc(-c3ccccc3O)nc3ccccc23)c1	i	-16

Already shown: 4 of the compounds above.
entry	Structure	CHT PAM	OX1R antag
34	Cc1cc(=O)n2cccc(O)c2n1	i	-9
35	CCN1CCCC1Cn1cnc2c([nH]c3ccc(OC)cc32)c1=O (stereo not drawn)	i	-12
36	COc1ccc(NS(=O)(=O)c2ccc(-c3ccccn3)s2)cc1	i	4
37	CC1(C)Cc2c(C#N)c(OCC(=O)c3ccc(Cl)cc3)nc(-c3ccco3)c2CO1	13*	-7

Next part.
entry	Structure	CHT PAM	OX1R antag
41	Cc1cccc(/C=C2\CS/C(=C\c3cccc(C)c3)C2=O)c1	i	-17
42	O=S(=O)(NCc1csc(-c2ccccc2)n1)c1ccc(Cl)s1	i	-2
43	COc1ccc(-n2cnnc2SCC(=O)NCc2cccs2)cc1	i	1
44	Cc1ccc(OCC(O)Cn2nc(C)cc2C)cc1 (stereo not drawn)	i	-9
45	CCOc1ncccc1C(=O)OCC(=O)c1ccc[nH]1	i	-5
46	CSc1sc(C(=O)N2CCc3ccccc32)cc1S(=O)(=O)C(C)C	i	-18
47	CCOC(=O)[C@@H]1[C@H]2COc3ccc(Br)cc3[C@H]2N2C(=O)N(c3ccc(C)cc3)C(=O)[C@@]12C	.	-9
48	Cn1c(=O)c2c(ncn2CC(=O)OCC(=O)Nc2cc(Cl)ccc2Cl)n(C)c1=O	i	-7
49	CCOc1ccc2nc(NC(=O)CSc3nnnn3C3CCCCC3)sc2c1	i	-22
50	Cc1ccc2c(CN3CCCCC3)cc(=O)oc2c1C	i	-12
51	CCCCc1nc2cc(Cl)ccc2o1	i	-3
52	O=C(Nc1c(C(=O)O)[nH]c2ccccc12)c1cccc(C(F)(F)F)c1	i	-3
53	O=C(NCc1cccc(Cl)c1)NC(=O)c1csc([N+](=O)[O-])c1	i	-3
54	Oc1[nH]c2ccccc2c1N=Nc1nncc2ccccc12	i	-7
55	CC1(C)NC(=O)N(CC(=O)N2CCN(c3cccc(Cl)c3)CC2)C1=O	.	-10
56	OCCN1CCN(CC/C=C2/c3ccccc3Sc3ccc(C(F)(F)F)cc32)CC1	i	-8
57	CCC(=O)NCC(c1cccs1)N1CCOCC1 (stereo not drawn)	i	-2
58	O=C(Nc1cccn2ncnc12)c1ccc(Cl)cc1Cl	i	-18
59	COc1ccc(NC(=O)CN(C)C(=O)CCCN2C(=O)c3cccc4cccc(c34)C2=O)cc1	i	-20
60	O=C(NCC1CCCO1)C1CCN(C(=O)c2ccc(Br)cc2)CC1 (stereo not drawn)	i	-28
61	CNc1nc(C)cc(C)c1S(=O)(=O)c1ccc(C)cc1	i	-23
62	C/C=C/c1ccc(OC(C)=O)c(OC)c1	i	5
63	COc1ccccc1NC(=S)N(C(C)C)C(C)c1ccccn1 (stereo not drawn)	i	-3
64	CC(Oc1ccc2c3c(c(=O)oc2c1)CCC3)C(=O)NCC1CCC(C(=O)O)CC1 (stereo not drawn)	i	-4
65	COc1nc(Cc2ccc(Cl)cc2)nc2ccccc12	i	-15
66	COc1ccc(OCC(=O)NCC(c2ccc(OC)cc2)N2CCCCC2)cc1 (stereo not drawn)	i	-16
67	CC(=O)Nc1ccc(NC(=O)c2cc(-c3ccc(C)cc3O)n[nH]2)cc1	i	-5
68	COc1ccc2ccccc2c1/C=N/NC(=O)c1ccc(C)nc1	i	-16
69	Cc1ccc(NC(=O)C2C3CCCC2C3c2ccccc2)cc1C (stereo not drawn)	i	-20
70	COc1ccc(OC)c(S(=O)(=O)NC2CC(=O)N(c3cccc(F)c3)C2)c1 (stereo not drawn)	i	-21
71	Cn1c(=O)n(C)c2cc(/C=C3/NC(=O)N(Cc4ccccc4)C3=O)ccc21	i	4
72	Cn1c(SCC(=O)NNC(=O)c2ccccc2O)nnc1-c1ccccc1	i	-21
73	Cc1cccc2[nH]c(CN(C)Cc3nc(CC4CC4)no3)nc12	i	-22
74	O=C(Nc1cccc(OC(=O)c2ccc(Br)o2)c1)c1ccccc1	i	-25
75	COc1ccc(NC(=O)C2=CC=CN3CCS(=O)(=O)N=C23)c(OC)c1	.	-7
76	O=c1onc(-c2ccccc2)c2ccccc12	i	-10
77	O=C(CSc1nc2ncc(Cl)cc2[nH]1)N1CCOCC1	.	-9
78	Cc1ccc(C(C)C)c(OCCCCN2CCNCC2)c1	i	-4
79	COc1ccccc1CNC(=O)C1CCCN(S(=O)(=O)c2ccc3c(c2)CC(C)N3C(C)=O)C1 (stereo not drawn)	i	-35
80	CCc1noc(C)c1C(=O)OCC(=O)Nc1nc(-c2ccc(F)c(F)c2)cs1	.	69*
81	C=CCn1c(COc2cccc3cccnc23)nnc1SCC(=O)O	i	-7
82	CCCOc1ccc(NC(=O)Cc2ccc(S(=O)(=O)N3CCOCC3)s2)cc1OCCC	i	-24
83	C=CCOC(=O)/C(=C\c1ccccc1)NC(=O)c1ccco1	i	-8
84	O=C(c1cccs1)n1cc(C(=S)N2CCOCC2)c2ccccc21	i	-31
85	Cc1cnc(C(=O)OCC(=O)N2CCN(C(=O)c3ccco3)CC2)cn1	i	7
86	NC(=O)c1ccc(C2SCC(=O)N2CCc2ccccc2)cc1 (stereo not drawn)	.	1
87	COc1ccc(OC)c(NC(=O)C2COc3ccccc3O2)c1 (stereo not drawn)	i	-22
88	CCn1c(SCC(=O)c2cc(OC)ccc2OC)nnc1-c1ccncc1	i	-8
89	Cc1oc2cc3oc(=O)c(CCC(=O)NCCCN4CCOCC4)c(C)c3cc2c1C	i	-27
90	O=C(/C=C/c1cccs1)NC(=S)Nc1ccc(S(=O)(=O)Nc2ccccc2C(F)(F)F)cc1	i	-1
91	O=C(c1cnn2c(C(F)(F)F)cc(-c3ccc4c(c3)OCO4)nc12)N1CCCC1	i	-12
92	Cc1cccc(N=N/C(=C\O)C(=O)c2ccc(Br)cc2)c1	i	-25
93	COc1ccc(NCC(=O)N/N=C/C(C)c2ccccc2)cc1 (stereo not drawn)	i	-20
94	CCc1ccc(N(CC(=O)NC2CCCCC2)C(=O)CCC(=O)Nc2ccccn2)cc1	i	-13
95	O=S(=O)(NCc1ccc(Cl)cc1)c1ccc(Cl)nc1	i	0
96	O=C1C2C(C(=O)N1Cc1cccnc1)C1C=CC2C12CC2 (stereo not drawn)	i	-5

The list goes on:
entry	Structure	CHT PAM	OX1R antag
97	CCOC(=O)c1cc(-c2ccccc2)nn1CC1CC(c2ccc(Cl)cc2)=NO1 (stereo not drawn)	i	-4
98	CCOc1cc(/C=N/N=C2/NC(=O)C(CC(=O)O)S2)ccc1OCc1ccc(Cl)cc1Cl (stereo not drawn)	i	-5
99	COc1ccc(NC(=S)NCC(c2cccnc2)N2CCOCC2)cc1 (stereo not drawn)	i	0
100	COCCCNC(=S)NNC(=O)Cn1nc(C)c(Br)c1C	i	-2
101	CCC(OC(=O)c1nsc(Cl)c1Cl)C(=O)NCCc1ccccc1 (stereo not drawn)	i	-11
102	CC(C)OP(=O)(OC(C)C)C1(NS(=O)(=O)c2ccc(Cl)cc2)C=C(Cl)C(=O)C(Cl)=C1	i	29
103	CCOc1ccc2c(c1)c(N=NC(N)=S)c(O)n2C	i	-17
104	Cc1cc(Br)ccc1NC(=O)CN1C(=O)C2C3CC(c4ccccc4)C(C3)C2C1=O (stereo not drawn)	i	40

Reformatted as labelled records: 4 of the compounds above
6) COc1ccc(-c2nc3cc(C)ccn3c2NC(=O)c2ccccc2OC)cc1
  CHT PAM: i | OX1R antag: -25
40) COc1ccc(OC)c(Nc2nc(-c3ccccc3O)nc3ccccc23)c1
  CHT PAM: i | OX1R antag: -16
103) CCOc1ccc2c(c1)c(N=NC(N)=S)c(O)n2C
  CHT PAM: i | OX1R antag: -17
60) O=C(NCC1CCCO1)C1CCN(C(=O)c2ccc(Br)cc2)CC1 (stereo not drawn)
  CHT PAM: i | OX1R antag: -28

Later entries.
entry	Structure	CHT PAM	OX1R antag
105	CC1OC23CCCCC2C(C#N)(C(=N)O3)C1(C#N)C#N (stereo not drawn)	i	-6
106	O=C(Nc1ccc(S(=O)(=O)Nc2ncccn2)cc1)C1=NN(c2ccccc2)C(=O)CC1	i	-5
107	COc1ccc(N2C(=O)CC(N3CCC(O)(c4ccc(Cl)cc4)CC3)C2=O)cc1 (stereo not drawn)	i	-18
108	Cc1ccc(CCNC(=O)C2CCN(S(=O)(=O)c3cccc4cccnc34)CC2)cc1	i	-14
109	CCOC(=O)C1=C(O)C(=O)N(Cc2ccccc2)C1	i	-2
110	Cc1c(C(=O)Nc2nnc(C3CC3)s2)oc2c(Cl)cccc12	i	-19
111	CCCCCCn1c(N)c(C#N)c2ccc([N+](=O)[O-])cc2c1=O	i	24
112	CCC1CCc2sc(C(=O)NCc3ccccn3)cc2C1 (stereo not drawn)	i	-33
113	COc1cccc(C(=O)C2CCCN(Cc3cccc(OCCO)c3)C2)c1 (stereo not drawn)	i	-20
114	Cc1nn(Cc2ccccc2)c(C)c1NC(=O)c1cc(-c2ccco2)on1	i	-18
115	Cc1cc(C)cc(NC(=O)C(Nc2ccccc2)c2ccccc2)c1 (stereo not drawn)	i	-16
116	COc1ccccc1N(C)S(=O)(=O)c1ccc(C(=O)OCC(N)=O)cc1	i	-19
117	Cc1sc2nc(COC(=O)c3cccc(S(=O)(=O)N(C)c4ccccc4)c3)[nH]c(=O)c2c1C	i	-13
118	O=C(CN1C(=O)c2ccccc2S1(=O)=O)c1ccc(Cl)cc1Cl	i	-21
119	CC1Cc2ccccc2N1C(=O)CSc1nnnn1C(C)C (stereo not drawn)	i	-19
120	COc1cccc(OC)c1C(=O)Nc1ccccc1Sc1ccccc1	i	-54
